PI4K2A block: PI4K2A (human) kinase inhibition | activity change, negative = inhibition, % at 76.9 µM | 420,000 compounds, 0.13% hits | Q9BTU6 | purified PI4K2A, ADP-Glo luminescence, 1 h; hits give low values | AID 1346378; in the data active means activity change below about -50%; inconclusive means mostly about -30% to -49%;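 further: -100% = wells without enzyme as full effect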
Target sequence (Q9BTU6 whole entry, looked up): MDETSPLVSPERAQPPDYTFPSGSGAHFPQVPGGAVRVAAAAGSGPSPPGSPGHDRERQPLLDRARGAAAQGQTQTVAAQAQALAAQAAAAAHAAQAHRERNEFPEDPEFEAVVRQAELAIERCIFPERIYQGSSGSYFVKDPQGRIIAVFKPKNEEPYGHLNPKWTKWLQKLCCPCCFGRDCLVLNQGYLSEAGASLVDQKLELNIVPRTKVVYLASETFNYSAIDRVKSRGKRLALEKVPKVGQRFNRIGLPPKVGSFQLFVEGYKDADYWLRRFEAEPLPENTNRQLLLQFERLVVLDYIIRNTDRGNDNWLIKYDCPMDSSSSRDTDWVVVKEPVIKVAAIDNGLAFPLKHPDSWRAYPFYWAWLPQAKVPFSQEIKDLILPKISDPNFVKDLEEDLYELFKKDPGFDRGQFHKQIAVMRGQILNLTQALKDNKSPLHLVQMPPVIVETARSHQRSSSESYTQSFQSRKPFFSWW
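In this quantitative HTS, ADP production by PI4K2A was quantified luminescently after 1 h at ambient temperature; 100 microM adenosine served as plate-quality control.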
RGS4 inhibitor: inhibitors of human regulator of G protein signaling 4; Potency, µM (highest dose often 114 µM), inactives show at the highest dose activity change, negative = inhibition, most hits filed as inhibitors; Transcreener GDP fluorescence polarization, RGS4-accelerated GTP hydrolysis; P49798; AID 504845; 390,000 compounds, 0.039% hits; further: potency means the concentration at half of the fitted maximal effect; on the % scale 0 is the no-effect control and ±100 the full control effect; nearly all actives have a fitted effect of over 75% in size; some results filed as inactive show a strong effect at the top dose
Target sequence (P49798 whole entry, looked up): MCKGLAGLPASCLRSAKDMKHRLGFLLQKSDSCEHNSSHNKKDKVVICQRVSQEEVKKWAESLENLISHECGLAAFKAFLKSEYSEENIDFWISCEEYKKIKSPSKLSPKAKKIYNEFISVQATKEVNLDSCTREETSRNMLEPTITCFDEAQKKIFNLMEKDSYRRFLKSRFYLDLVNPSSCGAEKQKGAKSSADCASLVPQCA
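MLSMR compounds (23 nl, pin-transferred) preincubated 10 min at room temperature with a 500nM (2x) first reagent, then RGS4 at 900nM (2x) plus Transcreener GDP mix added; fluorescence polarization (620/688 nm) read before and after 90 min at 30 °C.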
GLS inhibitor: glutaminase GLS (human) inhibition; GLS enzymatic activity, qHTS titration; 410,000 compounds, 0.21% hits; Potency, µM (titrated, usually from 45.5 µM), for inactives: top-dose activity change, negative = inhibition, most hits filed as inhibitors; further: potency means the concentration at half of the fitted maximal effect; on the % scale 0 is the no-effect control and ±100 the full control effect
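Compounds were pin-transferred onto hKGA, after which L-glutamine (1 mM solution) and a detection mix of glutamate oxidase, HRP and Amplex Red were added. Initial and 30 min RT fluorescence reads were collected.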
HP1b binding inh: HP1-beta chromodomain-methylated histone interaction inhibition. P83916. AlphaScreen HP1-beta / biotin-H3K9me3 peptide binding. Potency, µM (series often up to 114 µM), inactives show top-dose activity change, negative = inhibition, most hits filed as inhibitors. 390,000 compounds, 0.56% hits; further: potency means the concentration at half of the fitted maximal effect; nearly all actives have a fitted effect of over 70% in size; inactives centre near 23
Target sequence (P83916 whole entry, looked up): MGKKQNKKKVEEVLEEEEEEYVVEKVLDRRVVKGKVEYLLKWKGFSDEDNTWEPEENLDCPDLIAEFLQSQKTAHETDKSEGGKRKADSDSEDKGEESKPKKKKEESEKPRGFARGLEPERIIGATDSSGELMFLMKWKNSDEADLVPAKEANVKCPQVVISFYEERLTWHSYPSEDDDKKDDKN
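Compound inhibition of the preformed complex between 50 nM HP1-beta and 50 nM biotinylated H3K9me3 peptide was read by AlphaScreen. Buffer was PBS pH 7.4 with 0.01% Tween-20. Incubations ran 30 min at room temperature, with 10 ug/mL donor/acceptor beads.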
ALOX12 inh: ALOX12 (human) lipoxygenase inhibition; purified 12hLO, xylenol orange hydroperoxide absorbance; Potency, µM (titrated, usually from 108 µM), for inactives: at the highest dose activity change, negative = inhibition, actives largely listed as inhibitors; 580,000 compounds, 1.1% hits; AID 1671190; P18054; further: potency means the concentration at half of the fitted maximal effect; on the % scale 0 is the no-effect control and ±100 the full control effect
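Purified human 12hLO at 150 nM in 25 mM Hepes, 0.01% Triton X-100, pH 7.0, preincubated 15 min at room temperature with compound. Reaction started with 40 uM arachidonic acid, 30 min at room temperature. Hydroperoxide measured by Fe-xylenol orange, 573/405 nm absorbance ratio.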
BAZ2B inh: inhibitors of human BAZ2B bromodomain. Q9UIF8. AlphaScreen BAZ2B-H3K14Ac peptide displacement. Potency, µM (series often up to 114 µM), inactives show top-dose activity change, negative = inhibition, most hits filed as inhibitors. 360,000 compounds, 4.4% hits. AID 504333; further: potency means the concentration at half of the fitted maximal effect; on the % scale 0 is the no-effect control and ±100 the full control effect; nearly all actives have a fitted effect of over 60% in size
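AlphaScreen luminescence quantifies BAZ2B engagement of H3K14Ac peptide; the protein and biotinylated peptide are both at 50 nM final, buffer PBS pH 7.4 with 0.01% Tween-20, all steps at room temperature.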
ERG-DNA inh: blocks human ERG Ets domain binding to DNA. 370,000 compounds, 0.028% hits. fluorescence polarization, His-ERG Ets domain / labelled DNA. Potency, µM (highest dose often 76.9 µM), without a hit: top-dose FP activity, negative = inhibition, usual class: inhibitors. P11308; active means well fitted inhibition curve with a large enough effect in the polarisation, with a control signal flat; inconclusive means small, poorly fitted or top-dose-only effect, or effect the other way, or a change in a side signal; inactive means no such curve, though single readings can be large or run the other way; the % refers to the polarisation;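 further: polarization taken with two DNA probes labelled with fluorescein and Texas red; potency means the concentration at half of the fitted maximal effect; % of control where 0% means no effect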
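His-tagged ERG Ets domain (1 uM in the protein solution; 300mM KCl, 50mM Tris-HCl, 1mM EDTA, 1mM DTT, pH 7.5) received compound, then a probe mix of 5 nM fluorescein-DNA and 100nM Texas-615-DNA. Fluorescence polarization was read for both dyes.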
G9a block: inhibitors of human histone lysine methyltransferase G9a | Q96KQ7 | G9a H3K9 monomethylation, AlphaScreen, 2 h | Potency, µM (doses to about 102 µM), without a hit: at the top dose activity, negative = inhibition, usual class: inhibitors | 350,000 compounds, 8.8% hits | AID 504332; further: potency means the concentration at half of the fitted maximal effect; on the % scale 0 is the no-effect control and ±100 the full control effect; nearly all actives have a fitted effect of over 75% in size
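Step 1: enzyme (final 20 nM) with compound, 15 min RT. Step 2: substrate peptide 500 nM and SAM 20 uM, 2 h RT. Step 3: anti-H3K9me1 antibody and AlphaScreen beads, 10 min, then plate read.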
JMJD2A Tudor inh: inhibitors of human JMJD2A Tudor domain; O75164; AlphaScreen JMJD2A-Tudor / H3K4me3 peptide binding; Potency, µM (top dose mostly 114 µM), for the others: at the highest dose activity change, negative = inhibition, most hits filed as inhibitors; 390,000 compounds, 4.4% hits; further: potency means the concentration at half of the fitted maximal effect; on the % scale 0 is the no-effect control and ±100 the full control effect; nearly all actives have a fitted effect of over 50% in size
An asterisk follows results filed as active; ? = inconclusive; / = no result given; & = joins results of further samples; [ ] = remark or other dose. Unless noted, the call rests on the fitted dose curve; in most records, active means well fitted curve in the direction sought with a large enough effect; inconclusive means small, poorly fitted or top-dose-only effect, or another doubt; inactive means no such curve, though single readings can be large; an effect the other way counts as inactive or inconclusive.

1	Cc1ccc(N2C(=O)c3ccc(C(=O)Nc4cccnc4)cc3C2=O)c(C)c1
2	Cc1onc(-c2ccccc2Cl)c1C(=O)c1ccccc1
3	O=C(Nc1ccc(F)c(Cl)c1)C1CCCN(c2ncnc3onc(-c4ccc(F)cc4)c23)C1 (configuration not stated)
4	CC(=O)O[C@@H]1C[C@H]2C(C)(C)C(=O)C=C[C@]2(C)[C@H]2CC[C@@]3(C)[C@H](c4ccoc4)OC(=O)[C@H]4O[C@]43[C@@]21C
5	CC(C)(C)CC(C)(C)NCC(O)COc1c(F)cc(Br)cc1F (configuration not stated)
6	Cc1sc2ncn(CC(=O)NCCCC(=O)N(C)Cc3ccccc3)c(=O)c2c1C
7	COc1ccc(CCNC(=O)Nc2ccccc2[N+](=O)[O-])cc1
8	Cc1nc(C)c(CCNC(=O)c2cccc(Cl)c2)s1
Compound	1	2	3	4	5	6	7	8
PI4K2A block	4	0	3	-10	-2	2	-1	6
RGS4 inhibitor	15%	13%	-9%	2%	-25%	?	?	-17%
GLS inhibitor	3%	4%	-8%	-2%	1%	-12%	14%	6%
HP1b binding inh	-4%	43%[activator]	46%[activator]	5%	18%	-3%	-16%	18%
ALOX12 inh	-8%	?	-53%&-22%	8%	?	-14%	-16%	-10%
BAZ2B inh	-6%	15%	9%[57.1 µM]	-7%	-4%	1%	-15%	10%
ERG-DNA inh	-10%	2%	-1%	3%	-6%	10%	4%	/
G9a block	-2%[12.7 µM]	/	-40%[59 µM]	-7%	?	-5%[59 µM]	50µM*	79µM*
JMJD2A Tudor inh	-20%	33%	5%	-26%	-16%	?	-32%	2%

The last 4 entries of the section above lead into the next:
5	CC(C)(C)CC(C)(C)NCC(O)COc1c(F)cc(Br)cc1F (configuration not stated)
6	Cc1sc2ncn(CC(=O)NCCCC(=O)N(C)Cc3ccccc3)c(=O)c2c1C
7	COc1ccc(CCNC(=O)Nc2ccccc2[N+](=O)[O-])cc1
8	Cc1nc(C)c(CCNC(=O)c2cccc(Cl)c2)s1
9	OCC[C@@H]1C[C@@H](O)[C@H](O)[C@]2(OCCc3ccccc32)O1
10	CC(=O)Nc1ccc(OCC(O)Cn2c(C(C)C)nc3ccccc32)cc1 (configuration not stated)
11	CSc1cccc(NC(=O)C2CCCN(S(=O)(=O)c3cccs3)C2)c1 (configuration not stated)
12	Cc1ccc(C(=O)/C=C/c2ccc3c(c2)OCO3)o1
13	O=C(CSc1n[nH]c(-c2ccco2)n1)Nc1ccc(F)cc1
14	CCOc1cccc(-c2nnc3sc(-c4cc(OC)c(OC)c(OC)c4)nn23)c1
15	Cc1cccc(C(=O)Nc2cccc(C(=O)OCc3cc(=O)n4nc(C(C)C)sc4n3)c2)c1
16	COc1ccc(C(=O)NCc2ccc3c(c2)CCN3C(=O)c2cccc(C)c2)cc1OC
Compound	5	6	7	8	9	10	11	12	13	14	15	16
PI4K2A block	-2	2	-1	6	-2	-12	0	3	8	1	-4	-1
RGS4 inhibitor	-25%	?	?	-17%	3%	-4%	10%	1%	27%	11%	2%	18%
GLS inhibitor	1%	-12%	14%	6%	-1%	1%	-20%	14%	53%[activator]	20%	-9%	-11%
HP1b binding inh	18%	-3%	-16%	18%	32%	20%	29%	10%	-6%	14%	26%	37%
ALOX12 inh	?	-14%	-16%	-10%	0%	-2%	1%	?	-3%	2%	-23%	-24%
BAZ2B inh	-4%	1%	-15%	10%	1%	-10%	-2%	-7%	-4%	10%	-9%	-10%
ERG-DNA inh	-6%	10%	4%	/	-15%	-3%	-3%	/	1%	-3%	0%	3%
G9a block	?	-5%[59 µM]	50µM*	79µM*	/	-4%	-4%	-12%[59 µM]	6%	79µM*	9%[59 µM]	-10%[59 µM]
JMJD2A Tudor inh	-16%	?	-32%	2%	-1%	-21%	-7%	-24%	-18%	-17%	-7%	-18%

17	O=C(C1CC1)N(CCN(Cc1ccccc1)C(=O)C1CC1)Cc1ccccc1
18	CC1CCN(C(=O)CC(NC(=O)c2ccccc2Cl)c2ccccc2)CC1 (configuration not stated)
19	COC(=O)c1ccc(COC(=O)c2ccc(-n3cnnn3)cc2)o1
20	CC(C)(C)OC(=O)CNC(=O)c1nc[nH]c1C(=O)N1CCN(C(=O)OC(C)(C)C)CC1
21	COc1ccccc1NC(=O)COC(=O)C1CC1
22	COc1ccc(N2C(=O)N[C@@H](Cc3ccccc3)C2=O)cc1OC
23	O=S(=O)(Nc1ccc2nc(-c3ccco3)[nH]c2c1)c1ccccc1
24	CCOC(=O)C1CCN(C(=O)c2cccc(NC(=O)C(CC)CC)c2)CC1
Compound	17	18	19	20	21	22	23	24
PI4K2A block	-1	-7	0	2	7	5	-11	-2
RGS4 inhibitor	-7%[11.4 µM]	6%	-41%	7%	10%	13%	-5%	9%
GLS inhibitor	5%	-6%	-4%	-7%	-1%	-3%	-22%	20%
HP1b binding inh	-11%	22%	32%[activator]	24%	47%[activator]	24%	13%	29%
ALOX12 inh	29%	1%	-7%	-5%	0%	1%	0%	1%
BAZ2B inh	7%	-1%	16%	-7%	-2%	5%	?	0%
ERG-DNA inh	-5%	4%	-1%	-7%	4%	-19%	2%	/
G9a block	/	11%	10%[59 µM]	79µM*	0%	22%	32µM*	-21%[12.7 µM]
JMJD2A Tudor inh	2%[11.4 µM]	-1%	2%	-3%	1%	-18%	-13%	-13%

25	COc1ccc(C(=O)Nc2ccc(O)c3ccccc23)cc1OC
26	C=CCOc1ccc(/C=C2\SC(N)=NC2=O)cc1OC
27	CC(C)(O)c1[nH]c2cc(C(F)(F)F)ccc2c1C(C)(C)O
28	S=C(c1ccc(Br)cc1)N1CCCC1
29	COC(=O)c1ccc(CN2CCC(Oc3cccc(C(=O)N4CCOCC4)c3)CC2)cc1
30	CCC(C)(C)NC(=O)C(c1ccc(F)cc1)N(Cc1ccco1)C(=O)c1cnccn1 (configuration not stated)
31	Cc1cc(C)nc(Nc2cccc3ccccc23)n1
32	O=C(Nc1ccc(OC(F)F)cc1)c1cc[n+]([O-])cc1
Compound	25	26	27	28	29	30	31	32
PI4K2A block	-4	5	0	5	-1	-6	0	3
RGS4 inhibitor	-35%	-7%	?	-43%	41%	-15%	-9%	-8%
GLS inhibitor	?	-8%	-1%	0%	9%	-2%	3%	-19%
HP1b binding inh	?	34%	20%	11%	29%	50%[activator]	21%	1%
ALOX12 inh	?	-1%	-16%	-15%	14%	?	24%	-1%
BAZ2B inh	/	2%	3%	-4%	-16%	-7%	-12%	-15%
ERG-DNA inh	4%	3%	11%	8%	-3%	/	7%	10%
G9a block	/	4%	24%	45µM*	61%[activator]	-1%[12.7 µM]	/	-8%
JMJD2A Tudor inh	?	-9%	-26%	0%	?	-18%	-8%	-7%

33	COc1ccc(NC(=O)N2CCC(CN3CCCC3)CC2)c(OC)c1
34	CCSCCOC(=O)C1=C(C)NC(=O)NC1c1ccccc1 (configuration not stated)
35	COc1cc(C(c2c(C)[nH][nH]c2=O)c2c(C)[nH][nH]c2=O)cc(OC)c1OC
36	CC(C)(C)c1csc(NNC(=O)c2ccc(Cl)cc2)n1
37	Cc1ccc(C(=O)NCC(=O)N(C)CC(=O)Nc2ccccc2Br)s1
38	O=C(CCC1N=C2c3ccccc3N=C(SCc3cccc(Cl)c3)N2C1=O)NCc1cccs1 (configuration not stated)
39	O=S(=O)(c1c(F)cccc1F)N1CCCC2CCCCC21 (configuration not stated)
40	CC1=C(C(N)=O)C(c2ccccc2F)n2nc(-c3ccc(Cl)cc3)nc2N1 (configuration not stated)
Compound	33	34	35	36	37	38	39	40
PI4K2A block	1	-1	-13	5	-5	0	3	-13
RGS4 inhibitor	-12%	5%	?	-1%	-13%	-16%	12%	-10%
GLS inhibitor	4%	0%	11%	20%	10%	2%	3%	-1%
HP1b binding inh	18%	14%	-3%	10%	38%	22%	63%	37%
ALOX12 inh	-3%	18%[57.4 µM]	-3%	?	247%&-17%[activator]	-25%	-16%	?
BAZ2B inh	1%	6%	-7%	-16%	-5%	-3%	39%	2%
ERG-DNA inh	7%	3%	3%	13%	30%[activator]	-1%	9%	-1%
G9a block	-6%[59 µM]	-10%	-23%	40µM*	35%[12.7 µM]	3%[59 µM]	2%[12.7 µM]	19%[59 µM]
JMJD2A Tudor inh	2%	-20%	-14%	-25%	-4%	-3%	35%	-11%

Screening data from PubChem BioAssay.

This is a subset. The share of hits here may be higher or lower than overall.
